TCR activator = activates T cell receptor signaling; primary human leukocytes, anti-CD3, IL-2 HTRF, 48 h; Potency, µM (highest dose often 9.22 µM), for the others: at the top dose activation of IL-2 secretion, actives largely listed as activators; 330,000 tested, under 10 active; AID 504894; further: % of control where 0% means no effect
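Primary human leukocytes receive a-CD3 beads and test compound and are incubated 48 hr. Secreted IL-2 is then assayed by HTRF, measuring 665nm acceptor emission after 320nm excitation of the europium donor.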
AT treatment = potential ataxia-telangiectasia treatment | […] A-T fibroblasts, KAP-1 phosphorylation AlphaLISA; neocarzinostatin DNA damage 30 min before lysis | Potency, µM (series often up to 57.5 µM), inactives show at the top dose activation, most hits filed as activators | 0.19% of 320,000 active; further: potency means the concentration at half of the fitted maximal effect; % of control where 0% means no effect; nearly all actives have a fitted effect of over 45% in size
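hTERT-immortalized A-T patient fibroblasts ([…]), 500 cells/well in OPTI-MEM, 1% FBS, got compounds for 60 min, then NCS for 30 min at 37C. Lysates were then assayed for phospho-KAP-1 by AlphaLISA (anti-pKAP1 donor, anti-KAP1 acceptor beads), 6 hr at 25C.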
TSHR antagonist = blocks TSH signaling through the human TSH receptor | TSHR-expressing cells, TSH-stimulated cAMP HTRF, 2 h; stronger effect = lower value | P16473 | AID 504810 | 0.2% of 330,000 active | activity change, negative = inhibition, % at 11.5 µM;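 active means activity change below a set negative limit, meaning inhibition stronger than a set level, cut at about -70% in these data; inconclusive means activity change between two set negative limits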; further: on the % scale 0 is the no-effect control and ±100 the full control effect
Target sequence (P16473 whole entry, looked up): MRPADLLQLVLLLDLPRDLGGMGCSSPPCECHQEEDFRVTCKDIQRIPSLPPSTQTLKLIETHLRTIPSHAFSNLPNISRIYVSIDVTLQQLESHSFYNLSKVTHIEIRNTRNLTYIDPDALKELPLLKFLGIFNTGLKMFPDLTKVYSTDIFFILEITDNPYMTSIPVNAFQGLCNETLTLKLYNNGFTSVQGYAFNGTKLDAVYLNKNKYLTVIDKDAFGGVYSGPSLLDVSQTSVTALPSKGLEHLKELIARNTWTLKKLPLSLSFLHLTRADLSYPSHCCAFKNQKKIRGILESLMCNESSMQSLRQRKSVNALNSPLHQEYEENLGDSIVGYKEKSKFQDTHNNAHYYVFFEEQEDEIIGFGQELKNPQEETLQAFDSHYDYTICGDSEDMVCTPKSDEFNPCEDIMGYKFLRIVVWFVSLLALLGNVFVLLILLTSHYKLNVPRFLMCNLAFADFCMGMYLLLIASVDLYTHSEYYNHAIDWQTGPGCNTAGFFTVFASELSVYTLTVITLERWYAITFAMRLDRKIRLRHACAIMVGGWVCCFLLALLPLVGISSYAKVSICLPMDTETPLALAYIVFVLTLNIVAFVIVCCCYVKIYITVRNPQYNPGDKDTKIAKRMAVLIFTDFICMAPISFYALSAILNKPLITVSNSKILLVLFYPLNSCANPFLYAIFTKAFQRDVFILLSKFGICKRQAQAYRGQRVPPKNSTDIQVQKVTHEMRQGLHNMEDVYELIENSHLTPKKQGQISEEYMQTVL
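Inhibition of cAMP made by TSHR-expressing cells under TSH stimulation (4nM final, EC80; 2 h, 37 deg C) is quantified with a one-step lysis HTRF kit, anti-cAMP cryptate versus cAMP-d2.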
USP2a block = blocks human ubiquitin-specific protease USP2a. USP2 core, Ub-CHOP2 coupled fluorogenic reporter, 485/531. 0.01% of 330,000 active. O75604. AID 463254. Potency, µM (doses to about 38.3 µM), for the others: at the highest dose activity change, negative = inhibition, most hits filed as inhibitors;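 further: potency means the concentration at half of the fitted maximal effect; plate controls were DMSO wells for no effect and full inhibition by NEM control for full effect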
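Deubiquitinase activity read as fluorescence (485/531 nm) after Ub-CHOP2 cleavage activates the enterokinase reporter on its substrate; USP2 core 10nM, Ub-CHOP2 and substrate 25nM each, 30min compound preincubation then 60min RT; data normalized to NEM, curves fitted.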
ELG1 DNA repair = inhibitors of ELG1-dependent DNA repair in HEK293T cells; HEK293T ELG1-luciferase reporter, luminescence, 16 h; DNA damage induced by 5-fluorouridine; Potency, µM (top dose mostly 46.1 µM), for inactives: top-dose activity change, negative = inhibition, most hits filed as inhibitors; 2.3% of 330,000 active; further: potency means the concentration at half of the fitted maximal effect; on the % scale 0 is the no-effect control and ±100 the full control effect; nearly all actives have a fitted effect of over 55% in size
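Quantitative HTS, concentration-response format. 2,000 cells/well co-treated with 5-fluorouridine and compound, 16 hr in 5% CO2 at 37 °C; ONE-Glo luminescence read after 30 min.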
Mito fusion act = blocks mitochondrial division or promotes mitochondrial fusion; S. cerevisiae fusion-defective mutant growth rescue, CellTiterGlo 48 h; Potency, µM (doses to about 46.1 µM), without a hit: at the top dose growth rescue (activation), usual class: activators; 0.23% of 320,000 active;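 further: potency means the concentration at half of the fitted maximal effect; % of control where 0% means no effect; nearly all actives have a fitted effect of over 45% in size; temperature-sensitive fusion mutants such as fzo1-1 at 37 °C on non-fermentable ethanol glycerol medium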
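S. cerevisiae fusion-defective temperature-sensitive mutants (e.g. fzo1-1, mgm1-5) grown 48 h at 37C in YPEG (ethanol/glycerol non-fermentable) medium with 23 nl compound per well; growth rescue read as CellTiterGlo luminescence.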
hERG WT inh = KCNH2 (human, wildtype) channel inhibition. Q12809. AID 720551. activity change, % at 1.84 µM. 0.37% of 340,000 active. U2OS, BacMam KCNH2, thallium flux FluxOr; stronger effect = lower value;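 active means maximum activity change below -70%; inconclusive means maximum activity change between -70% and -50%; inactive means maximum activity change above -50%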; further: on the % scale 0 is the no-effect control and ±100 the full control effect
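U2OS cells were transduced with wild-type KCNH2 virus (2.03 x 10^8 / mL) for 4 h at room temperature, then cultured overnight at 37 C. Thallium flux was read with FluxOr dye. Rate constants were normalized to DMSO controls.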
Eya2 phos inh = inhibitors of human Eya2 phosphatase activity; O00167; recombinant Eya2, OMFP fluorescence dephosphorylation (OMFP is methylfluorescein phosphate); Potency, µM (highest dose often 76.9 µM), for the others: at the top dose activity, negative = inhibition, usual class: inhibitors; 0.006% of 330,000 active; further: potency means the concentration at half of the fitted maximal effect; on the % scale 0 is the no-effect control and ±100 the full control effect
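Eya2 (0.2 uM) preincubated 10 min at ambient with compound, then OMFP substrate added at 50 uM; 10 min reaction in 50 mM HEPES pH 7.5, 50 mM NaCl, 5 uM MgCl2, 0.05% BSA, 1 mM DTT. Fluorescence read at Ex 485/Em 525 nm.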
KCNH2 3.1 inh = inhibitors of human KCNH2 3.1 potassium channel isoform; U2OS KCNH2 3.1, thallium flux FluxOr; stronger effect = lower value; activity change, % (tested at about 1.8 µM); 0.95% of 340,000 active; AID 720553;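 active means maximum activity change below -70%; inconclusive means maximum activity change from -70% to -50%; inactive means maximum activity change above -50%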;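 further: thallium influx rate constant from kinetic fluorescence after stimulation buffer; on the % scale 0 is the no-effect control and ±100 the full control effect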
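U2OS cells transduced with KCNH2 3.1 mutant virus (1.77 x 10^8 /mL, 4 h), plated overnight at 37 C, loaded 45 min with FluxOr dye plus Red40 quencher. Thallium flux rate constant from kinetic reads after stimulation buffer, normalised to controls.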
TRPV1 ag = activates the human vanilloid receptor TRPV1. Q8NER1. TRPV1-expressing cells, Fluo-8 calcium influx, agonist mode. activation, % at 8.33 µM. 0.19% of 320,000 active. AID 540275; in the data active means activation above about 80%; inconclusive means between about 30% and that limit; further: 0% is about no effect
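TRPV1-expressing cells were cultured overnight at 35.5C and loaded with Fluo-8 calcium dye for 40 to 90 min at room temperature. After a 10 s baseline, compound was added and calcium influx was read kinetically for 3 min (ex 480/em 520 nm).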
The depositor's hits bear a star; ? = inconclusive; . = not tested or not shown; [ ] = another dose, or the depositor's remark. Unless noted, the call rests on the fitted dose curve; in most records, active means well fitted curve in the direction sought with a large enough effect; inconclusive means small, poorly fitted or top-dose-only effect, or another doubt; inactive means no such curve, though single readings can be large; an effect the other way counts as inactive or inconclusive. An excerpt. The share of hits here may be higher or lower than overall.

structure	TCR activator	USP2a block	Eya2 phos inh	ELG1 DNA repair	Mito fusion act	TRPV1 ag	AT treatment	TSHR antagonist	KCNH2 3.1 inh	hERG WT inh
CC(=O)N1CCN(C(=O)CC2OC(=O)c3ccccc32)CC1 (configuration not stated)	10%	8%	1%	2%	-6%	6	-3%	17	-42	7
CCOc1ccc2oc(C(=O)NNC(=O)c3ccccc3O)c(C)c2c1	14%	-1%	2%	16%	-1%	?	-3%	9	6	-1
CC(C)(C)CC(=O)Nc1ccc(S(=O)(=O)NC2=NCCCCC2)cc1	4%	6%	2%	-7%	.	.	-13%	-8	-2	-1
O=C(NC1CCCCCCC1)NC1CCCCC1	-2%	0%	5%	?	0%	?	-4%	-3	3	30
Cc1ccc(NNC(=O)c2cccs2)cc1Cl	2%	2%	1%	-3%	2%	18	4%	1	5	-8
N#C/C(=C\c1cccc(OCC(=O)O)c1)c1nc2ccccc2[nH]1	4%	0%	8%	-5%	4%	3	0%	2	-2	1
COc1ccc2nc(Cl)c(/C=N/Nc3ccccn3)cc2c1	3%	3%	-8%	?	-1%	-2	7%	1	1	-2
COc1ccc(CNC(=O)C(C)OC(=O)CN2C(=O)COc3ccccc32)cc1 (configuration not stated)	4%	-1%	7%	-1%	-1%	6	5%	-8	-12	-13
Cc1ccc2c(c1)c(N=NC(N)=O)c(O)n2C	4%	1%	5%	6%	1%	-2	-8%	-7	10	-1
O=C(N=Nc1c(O)[nH]c2ccccc12)c1cc(-c2ccc(F)cc2)n[nH]1	5%	1%	0%	1%	-1%	-2	-6%	19	-1	10
O=C(COc1ccccc1)N(Cc1cccs1)C1CCS(=O)(=O)C1 (configuration not stated)	4%	-1%	13%	0%	4%	-1	-7%	6	-1	0
CCCCc1ccc(NC(=O)COCC)cc1	-6%	-1%	-22%	?	0%	?	-3%	-11	-8	-7
CCCOc1ccc(N2C(=O)CC(N(CCc3ccccc3)C(=O)c3ccccc3)C2=O)cc1 (configuration not stated)	2%	4%	3%	?	4%	-1	-2%	28	-1	-10
COc1ccc(C(=O)N/C(N)=N/c2nc3ccccc3o2)cc1	2%	2%	-6%	?	-3%	4	4%	-20	-26	-11
Cc1ccc(S(=O)(=O)N(C)CC(=O)Nc2cc(C)ccn2)cc1	-3%	-1%	-18%	?	3%	?	7%	7	3	25
CCOc1ccc(C(=O)Oc2ccc(NC(C)=O)cc2)cc1	.	-1%	-15%	8%	5%	6	2%	-5	.	.
O=C(O)c1c(N2CCCCC2)ccc([N+](=O)[O-])c1N1CCCCC1	-8%	-1%	-24%	4%	-3%	0	4%	-2	7	-6
CCOC(=O)Nc1c2ccccc2nc2ccccc12	11%	2%	-15%	-22%	13%	?	5%	-17	6	-6
Cc1ccc(S(=O)(=O)N[C@@H](Cc2ccccc2)C(=O)N2CCC[C@@H]2C(=O)O)cc1	2%	8%	-5%	17%	0%	-2	-5%	2	-7	9
CCCCCCC#Cc1ccc2c(c1)COc1c3ccccc3nn1-2	-2%	0%	-9%	?	9%	17	3%	2	1	4
CC(OC(=O)c1ccc(NS(=O)(=O)c2cccs2)cc1)C(=O)N(C)C1CCCCC1 (configuration not stated)	-7%[46.1 µM]	-4%	4%	-3%	0%	3	-3%	-7	-13	4
COc1cccc(OC)c1C(=O)Nc1sc2c(c1C#N)CCC2	.	-1%	12%	-12%	6%	5	3%	-118*	5	-7
O=C(NCCCNCc1ccccc1)c1ccncc1	-4%	3%	16%	11%	-5%	0	5%	-3	1	16
CC(C)C1(C)C(=O)N=C2c3ccccc3C(=O)N21 (configuration not stated)	-2%	-1%	2%	-2%	-4%	-1	-2%	-2	5	0
CCCCCCc1cc2cc(S(=O)(=O)c3ccc(F)cc3)c(=O)oc2cc1O	4%[46.1 µM]	3%	9%	-8%	-11%	21	28µM*	-31	-3	-3
Cc1cc2nc(/N=C(\N)NC(=O)C(C)C)nc(C)c2cc1C	1%	1%	-3%	-21%	-3%	1	5%	2	-11	-1
O=C(O)CCCn1cc(NC(=O)COc2cccc(Cl)c2)cn1	11%	0%	4%	5%	-1%	4	-1%	-12	-7	13
O=C(CCNS(=O)(=O)c1ccccc1)OCc1nc2ccsc2c(=O)[nH]1	-2%	1%	1%	0%	-3%	-3	1%	9	8	-34
CC(=O)Nc1ccc(S(=O)(=O)Nc2ccc(Cc3ccncc3)cc2)cc1	5%	-1%	1%	-20%	1%	-1	-7%	-1	5	-3
O=C(Nc1ccc(Cl)cc1)C1CC=CCC1C(=O)OCC(F)(F)C(F)F (configuration not stated)	0%	0%	-1%	-7%	-2%	1	1%	9	-8	-4
CC1CC(=O)N(Cc2ccccc2)c2ccccc2N1C=O (configuration not stated)	-5%	-1%	-8%	-2%	-3%	-3	-7%	18	10	6
CCOC(=O)c1sc2ncn(/N=C/N(C)C)c(=O)c2c1C	4%	-1%	-33%	-3%	-6%	-1	6%	3	16	8
O=C(Nc1cc(C(F)(F)F)ccc1-n1cncn1)c1ccc(Br)cc1	1%	2%	2%	-5%	3%	-2	-1%	-4	-14	2
O=C(Nc1ccccc1)/C(=C/c1ccc([N+](=O)[O-])cc1)NC(=O)c1ccccc1	4%[46.1 µM]	-1%	-7%	?	-3%	2	6%	50	-11	-26
CNC(=S)N1CCn2cccc2C1c1cc(OC)c(OC)c(OC)c1 (configuration not stated)	9%	2%	-22%	15%	0%	11	-1%	-9	16	-7
O=C(NCc1ccc2c(c1)OCO2)c1ccc(Cl)c(S(=O)(=O)N2CCOCC2)c1	1%	1%	-35%	-16%	0%	4	1%	10	-94*	0
COc1ccc(NC(=O)CN(C)C(=O)CSc2ccc(Br)cc2)cc1	8%	1%	5%	-24%	14%	23	7%	13	-14	11
C/C(=N\NC(=O)c1ccc(C)cc1)C1C(=O)c2ccccc2C1=O	-5%[46.1 µM]	-1%	-2%	?	15%	22	-8%	-14	1	-13
CCC(=O)N1N=C(c2ccccc2)CC1c1ccccc1 (configuration not stated)	.	4%	10%	10%	1%	29	5%	0	4	-11
C[C@H](CO)N1C[C@H](C)[C@H](CN(C)Cc2ccncc2)Oc2ccc(NC(=O)Nc3ccc(C(F)(F)F)cc3)cc2CC1=O	6%	3%	1%	?	.	.	-1%	-14	-17	-10
CCS(=O)(=O)c1ccc2oc(Nc3cc(C)cc(C)c3)nc2c1	0%	-1%	-22%	?	-1%	-1	-1%	19	-3	-6
CCOC(=O)C1CCN(C(=O)CCC(=O)NCCc2ccc(Cl)cc2)CC1	.	0%	-4%	-3%	2%	-3	-1%	5	5	-4
CCOc1ccc(N2CC(C(=O)Nc3cc(OCC)c(N4CCOCC4)cc3OCC)CC2=O)cc1 (configuration not stated)	0%	0%	18%	-4%	-4%	3	-3%	4	18	14
CCn1c(O)c(C=C2N=c3ccccc3=N2)sc1=S	.	0%	1%	-5%	2%	-8	2%	9	9	-13
CCc1ccccc1NC(=O)c1cc2ncc(Br)cn2n1	-8%	4%	-12%	?	0%	0	2%	1	-16	2
O=C(C1COc2ccccc2O1)N1CCN(S(=O)(=O)c2ccccc2)CC1 (configuration not stated)	-1%	0%	8%	?	3%	?	9%	-3	6	6
COCCOC(=O)C1=C(C)N=C2SCCC(=O)N2C1c1cccs1 (configuration not stated)	7%	2%	6%	2%	6%	-2	5%	0	35	4
Cc1nn(-c2cccc(C(F)(F)F)c2)c(=O)c2noc(C)c12	1%	0%	-31%	-14%	1%	.	-3%	5	6	1
COc1cccc(NS(=O)(=O)c2ccc3c(c2)NC(=O)CC(=O)N3)c1	9%	2%	2%	4%	-2%	1	-2%	-3	3	-1
CCOc1ccc(S(=O)(=O)Nc2ccc(S(=O)(=O)N3CCCC3)cc2)cc1	.	2%	6%	-5%	1%	1	-7%	-7	0	2
CCN(C[C@H]1N[C@@](CC)(C(=O)OC)[C@H]2C(=O)N(C)C(=O)[C@@H]12)S(=O)(=O)c1ccc(-c2ccccc2)cc1	-1%	2%	6%	-28%	.	.	0%	-9	-2	4
CCOc1ccc(NC(=O)CN2CCN(CC(=O)Nc3ccc(C(N)=O)cc3)CC2)cc1	3%	-1%	7%	7%	?	0	11%	-2	-29	-2
COc1ccc2c(c1)CCCN2C(N)=Nc1ccc(Cl)cc1	-5%	-11%	-12%	3%	-5%	5	-4%	-4	-17	22
